# SUMO1-SIM PPI = SUMO1-SIM interaction modulation | SUMO1 binding to a labelled peptide, TR-FRET, 1 h | inhibition, % at 20 µM | hit rate 0.33% among 360,000 | AID 602429; in the data active means inhibition above about 37%
# Rin1-Abl PPI inh = blocks binding of human Rin1 to Abl; P00519+Q13671; TR-FRET Rin1/Abl binding, biochemical; inhibition, % at 7.35 µM; hit rate 0.4% among 360,000; in the data active means inhibition above about 5%, passing the limit was not always enough
# STEP block = blocks human striatal-enriched tyrosine phosphatase; P54829; recombinant STEP, OMFP fluorogenic substrate, fluorescence; inhibition, % at 20 µM; hit rate 0.25% among 360,000; AID 588621;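 active means inhibition at 20 µM, scaled per plate between control wells, above about 37%, limit read from the data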;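 further: 0% = DMSO with enzyme and substrate and 100% = substrate only without enzyme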
# Target sequence (P54829 whole entry, looked up): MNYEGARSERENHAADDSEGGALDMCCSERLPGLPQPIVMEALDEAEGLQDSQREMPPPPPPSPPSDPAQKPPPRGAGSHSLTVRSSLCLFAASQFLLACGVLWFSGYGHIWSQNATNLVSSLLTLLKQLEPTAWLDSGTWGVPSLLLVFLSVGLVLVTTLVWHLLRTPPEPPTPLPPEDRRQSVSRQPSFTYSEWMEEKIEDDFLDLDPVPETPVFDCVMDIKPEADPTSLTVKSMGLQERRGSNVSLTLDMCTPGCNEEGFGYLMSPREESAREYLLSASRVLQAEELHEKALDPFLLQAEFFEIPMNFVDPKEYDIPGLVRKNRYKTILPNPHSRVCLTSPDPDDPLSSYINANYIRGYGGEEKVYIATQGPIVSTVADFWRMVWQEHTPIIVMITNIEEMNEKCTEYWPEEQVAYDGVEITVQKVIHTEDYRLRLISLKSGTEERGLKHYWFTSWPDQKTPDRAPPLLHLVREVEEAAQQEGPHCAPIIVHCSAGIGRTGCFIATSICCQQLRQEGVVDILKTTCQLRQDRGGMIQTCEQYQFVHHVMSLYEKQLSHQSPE
#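 material = STEP tyrosine phosphatase | reagent = fluorogenic phosphatase substrate OMFP at 25 µM final | doses = single compound dose of 20 µM, 1% DMSO final | schedule = 20 min reaction, room temperature, in the dark | measured by = fluorescence, 480/540 nm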
# Scp1 inh = Scp-1 (human) phosphatase inhibition; Q9GZU7; Recombinant Scp1, phosphopeptide, malachite green phosphate absorbance; inhibition, % at 20 µM; hit rate 0.88% among 340,000;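 active means inhibition above about 50% at 20 µM, limit read from the data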;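 further: plate controls were DMSO wells with enzyme for no effect and wells lacking enzyme for full effect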
# Target sequence (Q9GZU7 76-261 limits assumed): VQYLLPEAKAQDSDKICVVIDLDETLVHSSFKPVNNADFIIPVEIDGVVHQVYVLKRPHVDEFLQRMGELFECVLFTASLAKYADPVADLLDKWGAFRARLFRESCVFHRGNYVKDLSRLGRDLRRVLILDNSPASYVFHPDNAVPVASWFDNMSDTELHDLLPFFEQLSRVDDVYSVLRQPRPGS
#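 System: truncated SCP-1 phosphatase (76-261aa); medium: Tris acetate buffer pH 5.5 with MgCl2 and Tween-20; incubation: 45 min room-temperature reaction, 5 min colour, 30 min stabiliser; compound: single 20 µM dose, 1% DMSO; reagent: Phosphorylated 17-residue peptide substrate; read-out: % inhibition at 20 µM; technique: colorimetric free-phosphate detection, absorbance 630 nm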
# Rpn11 block = blocks the human proteasome subunit Rpn11. human 26S proteasome, Ub4-pepOG fluorescence polarization; 20S core pre-blocked with epoxomicin. O00487. hit rate 0.59% among 360,000. AID 588493. calls only at 20 µM;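 active means inhibition at 20 µM, scaled to each plate's controls, above about 33%, limit read from the data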
# Target sequence (O00487 whole entry, looked up): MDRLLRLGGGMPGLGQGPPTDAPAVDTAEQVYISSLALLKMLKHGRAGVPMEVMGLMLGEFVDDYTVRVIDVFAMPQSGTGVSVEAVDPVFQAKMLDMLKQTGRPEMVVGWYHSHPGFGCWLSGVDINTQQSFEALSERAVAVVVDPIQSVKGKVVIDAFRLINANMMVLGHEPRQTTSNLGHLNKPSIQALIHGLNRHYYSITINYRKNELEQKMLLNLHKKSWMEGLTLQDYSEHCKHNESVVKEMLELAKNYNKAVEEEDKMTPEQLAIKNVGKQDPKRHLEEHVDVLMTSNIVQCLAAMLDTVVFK
# NadD inh = blocks S. aureus nicotinate mononucleotide adenylyltransferase. purified NadD enzyme, colorimetric absorbance read-out. inhibition, % at 20 µM. hit rate 0.78% among 360,000; in the data active means inhibition above about 26%; further: some compounds past the cut are filed as inactive
# DNMT1 block = inhibitors of human DNMT1 | hit rate 0.83% among 360,000 | P26358 | DNMT1 molecular beacon, Hinp1I cleavage, fluorescence | AID 588458 | inhibition (reported as % activation of signal), % at 10 µM; in the data active means inhibition above about 50%
# CSN inh = blocks human CSN-mediated cullin deneddylation; hit rate 0.38% among 360,000; Q92905; AID 651999; inhibition, % at 12.5 µM; Purified CSN, SCF-Nedd8-OG deneddylation, fluorescence polarization;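 active means pattern-corrected inhibition above about 35%, with an unprinted fluorescence ratio check between 0.5 and 1.5, limit read from the data, passing the limit was not always enough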;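 further: 0% = enzyme with substrate and 100% = substrate without enzyme; some results filed as inactive read as strong as hits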
#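 Assay system: Purified human Csn5 enzyme expressed in HEK293T cells | Amount: Enzyme 0.24 nM | Measured by: Fluorescence polarization readout | Medium: Tris/NaCl/DTT buffer, pH 7.5 | Compound dosing: One concentration, 12.5 µM, 0.25% DMSO | Times: 90 min incubation of compound, enzyme and substrate at room temperature | Control set: no-enzyme wells high, enzyme-with-substrate wells low | Read-out: % inhibition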
# Neddylation inh = blocks human cullin neddylation. P61081+Q13564. TR-FRET cullin neddylation, biochemical. calls only at 25 µM. hit rate 0.58% among 360,000; in the data active means inhibition above about 36%
# LMPTP block = blocks human LMPTP phosphatase | P24666 | recombinant LMPTP-A, OMFP fluorogenic substrate, fluorescence intensity | inhibition, % at 20 µM | hit rate 0.22% among 360,000 | AID 651560;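 active means compounds that cut the enzyme signal by at least half of the control window in the single-dose screen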;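 further: plate controls were DMSO wells with enzyme plus substrate for no effect and substrate without enzyme for full effect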
#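 Test system – LMPTP-A phosphatase enzyme · Quantity – 0.625 nM LMPTP-A final · Reagent – OMFP substrate, 400 µM final · Dosing – one test concentration per compound, 20 µM, with 3% DMSO overall · Timing – 50 min enzyme reaction at room temperature, protected from light · Detection – fluorescence intensity · Controls – substrate-only low control, DMSO enzyme-plus-substrate high control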
# * marks the source's active call; other numbers are inactive results; i = inactive; . = not tested or not shown; + = active, no number.
1) CCN(CC)C(=O)C[n+]1cccc(/C=N/O)c1
2) CCN(C(=O)CSc1nnc(SC)s1)c1c(N)n(Cc2ccccc2)c(=O)[nH]c1=O
3) CC(=O)NS(=O)(=O)c1ccc(NC(=O)c2ccc3c(c2)OCO3)cc1
4) O=C(NCc1ccccc1)C1=C[C@H](c2ccc(C(F)(F)F)cc2)C[C@H](OCCCCO)O1
5) CC1CCN(C(=S)c2ccc(-c3ccc(Cl)cc3Cl)o2)CC1
6) Cc1cc(NC(=O)NCC(F)(F)F)no1
7) Cc1cc(NC(=O)c2cc(-c3cccc(Cl)c3)on2)no1
8) Cc1ccc(NS(=O)(=O)c2ccc(C(=O)NCCCN3CCOCC3)cc2)cc1
assay / compound,1,2,3,4,5,6,7,8
CSN inh,1,4,4,-3,0,4,0,1
Rpn11 block,i,i,i,i,i,i,i,i
LMPTP block,-2.0,-0.4,-2.5,2.5,2.0,-1.2,0.3,-9.6
DNMT1 block,3,1,2,-14,8,-1,17,-9
SUMO1-SIM PPI,-1,-1,13,-4,-4,6,-1,-130
Rin1-Abl PPI inh,-2,0,-2,3,-4,-1,-6,-2
Scp1 inh,1,1,-11,2,-11,41,-4,-4
STEP block,0,-2,-4,2,0,-3,-12,-2
NadD inh,-3,2,-5,10,8,-1,1,-1
Neddylation inh,i,i,i,i,i,i,i,i

# Single values from the list:
# Value for cpd 7 under DNMT1 block: 17
# Value for cpd 3 under NadD inh: -5

# Remaining list, next part
9) Cc1ccc(S(=O)(=O)c2nc(NN(C)C)sc2Cl)cc1
10) COC(=O)c1ccc(OCC(O)CNC2CCCC2)cc1 (stereo not given)
11) COc1ccc(CC(=O)NNC(=O)c2nn(Cc3ccccc3)c(=O)c3ccccc23)cc1OC
12) O=C(N/N=C/CCc1ccccc1)c1ccccc1
13) Cc1nn(C)c(N)c1[N+](=O)[O-]
14) CCOC(=O)c1ccc(NC(=O)CSC2=NC(=O)C(CC)C(=O)N2)cc1 (stereo not given)
15) CCc1ccc(NC(=O)CSc2nc3ccccc3c(=O)n2CCCC(=O)N2CCCC2)cc1
16) O=C1CCC2c3ccc4ccccc4c3CCN12 (stereo not given)
assay / compound,9,10,11,12,13,14,15,16
CSN inh,-11,-1,-2,-2,-6,5,1,1
Rpn11 block,i,i,i,i,i,i,i,i
LMPTP block,-1.7,-1.6,-6.2,-3.4,-1.9,-0.7,0.3,2.7
DNMT1 block,3,2,-1,2,1,5,0,-12
SUMO1-SIM PPI,1,-1,-9,-2,-1,4,0,0
Rin1-Abl PPI inh,0,2,-5,0,-3,0,-3,-3
Scp1 inh,-1,-2,-7,3,-8,-8,4,-5
STEP block,-1,-3,5,-4,4,-1,-1,0
NadD inh,-3,-7,5,4,-6,-4,14,11
Neddylation inh,i,i,i,i,i,i,i,i

17) Cc1cc2ccccc2n1CCNC(=O)COc1ccccc1
18) CN1CCOc2cc(S(=O)(=O)NCc3ccc(S(N)(=O)=O)cc3)ccc21
19) O=C(Nc1ccc(Cl)cc1)c1cc(-c2cccs2)on1
20) Cc1noc(C)c1CSc1nnc(-c2ccncc2)n1-c1ccc(Cl)c(Cl)c1
21) NC(=O)c1ccc(N=Cc2c(O)ccc3ccccc23)cc1
22) CN(C(=O)c1ccc2c(c1)OCO2)C1(C(=O)NC2CCCC2)CCCCC1
23) O=C(CN1CCN(S(=O)(=O)c2ccc(Br)cc2)CC1)N/N=C/c1cccnc1
24) CCc1ccc(/C=C/C(=O)c2ccc(S(=O)(=O)N(C)C)cc2)cc1
assay / compound,17,18,19,20,21,22,23,24
CSN inh,-7,3,-1,1,5,-1,0,20
Rpn11 block,i,i,i,i,i,i,i,i
LMPTP block,3.1,0.6,21,-2.0,-1.8,0.0,-1.0,1.3
DNMT1 block,-10,-2,50*,4,-6,2,-2,-3
SUMO1-SIM PPI,-26,5,16,1,-15,-4,-9,31
Rin1-Abl PPI inh,-12,-7,3,1,-5,-6,2,-1
Scp1 inh,-1,-2,4,-14,-10,-2,-4,-10
STEP block,1,-2,8,4,0,1,-2,-10
NadD inh,2,-2,0,-4,2,-8,-3,1
Neddylation inh,i,i,i,i,i,i,i,i

25) C[C@H](CO)N1C[C@H](C)[C@@H](CN(C)C(=O)c2ccc3ccn(C)c3c2)OCc2cn(nn2)CCCC1=O
26) COc1cccc(CNC(=O)CCn2ccc3cc(S(=O)(=O)N4CCCC4)ccc32)c1
27) Cc1nc2nc(C)c(CCC(=O)Nc3ccc4c(c3)OCO4)c(C)n2n1
28) O=c1[nH]nc(-c2ccc(F)cc2)cc1Cc1cccs1
29) CCCC[C@@H]1CNCCN1CCc1cccc2ccccc12
30) COc1ccccc1N(CC(=O)NC1CCCC1)C(=O)c1csnn1
31) COC(=O)CCc1ccc(O)cc1
32) Cc1ccc(NC(=O)COC(=O)c2ccc[n+]([O-])c2)c(Br)c1
assay / compound,25,26,27,28,29,30,31,32
CSN inh,-2,6,-6,6,1,-8,-1,-2
Rpn11 block,i,i,i,i,i,i,i,i
LMPTP block,-2.7,0.6,-1.4,-1.1,-1.9,-0.8,0.1,0.1
DNMT1 block,4,-2,1,-3,1,1,0,-4
SUMO1-SIM PPI,3,-2,6,-12,-11,1,1,3
Rin1-Abl PPI inh,-2,0,0,0,0,-2,1,1
Scp1 inh,.,0,-5,-17,6,-1,-1,5
STEP block,1,0,-2,2,-3,0,-1,2
NadD inh,-2,-4,5,-7,-4,0,1,-3
Neddylation inh,i,i,i,i,i,i,i,i

# Entries of single compounds, quoted from the list.
# Profile of COc1cccc(CNC(=O)CCn2ccc3cc(S(=O)(=O)N4CCCC4)ccc32)c1 : CSN inh = 6; Rpn11 block = i; LMPTP block = 0.6; DNMT1 block = -2; SUMO1-SIM PPI = -2; Rin1-Abl PPI inh = 0; Scp1 inh = 0; STEP block = 0; NadD inh = -4; Neddylation inh = i
# Profile of O=c1[nH]nc(-c2ccc(F)cc2)cc1Cc1cccs1 : CSN inh = 6; Rpn11 block = i; LMPTP block = -1.1; DNMT1 block = -3; SUMO1-SIM PPI = -12; Rin1-Abl PPI inh = 0; Scp1 inh = -17; STEP block = 2; NadD inh = -7; Neddylation inh = i

# Other structures follow:
33) CCC(C)(C)NC(=O)C(c1ccc(C)cc1)N(Cc1cccnc1)C(=O)c1csnn1 (stereo not given)
34) CC1CCN(C(=O)CSc2nnc(Cn3c(=O)sc4ccccc43)n2C)CC1
35) Cc1ccc(C)c(OCCNc2ccc([N+](=O)[O-])cn2)c1
36) N#Cc1c(-c2cccc(F)c2)cc(-c2ccccc2)nc1Br
37) Cc1ccc(C)c(S(=O)(=O)Nc2cc3c4c(c2)CC(=O)N4CCC3)c1
38) COc1ccc(CNC2CCCCC2C)c(OC)c1 (stereo not given)
39) CC(=O)Nc1cc2c(cc1Br)OCCO2
40) CCOc1ccc(OCC)c(C2C(C#N)=C(N)N(c3cccnc3)C3=C2C(=O)CC(C)(C)C3)c1 (stereo not given)
assay / compound,33,34,35,36,37,38,39,40
CSN inh,6,-2,0,4,3,-6,3,2
Rpn11 block,i,i,i,i,i,i,i,i
LMPTP block,0.3,-0.5,1.8,3.3,0.3,-1.0,0.7,1.2
DNMT1 block,-1,0,0,-5,0,-2,4,-9
SUMO1-SIM PPI,1,6,15,-24,2,-8,-2,-16
Rin1-Abl PPI inh,-1,-2,1,-4,2,0,2,-1
Scp1 inh,0,-12,-4,-11,0,-9,1,-2
STEP block,2,1,-1,2,2,-2,-4,-2
NadD inh,5,-1,-3,-7,2,-9,5,3
Neddylation inh,i,i,i,i,i,+,i,i

# Entries 34–35 from above:
34) CC1CCN(C(=O)CSc2nnc(Cn3c(=O)sc4ccccc43)n2C)CC1
35) Cc1ccc(C)c(OCCNc2ccc([N+](=O)[O-])cn2)c1
assay / compound,34,35
CSN inh,-2,0
Rpn11 block,i,i
LMPTP block,-0.5,1.8
DNMT1 block,0,0
SUMO1-SIM PPI,6,15
Rin1-Abl PPI inh,-2,1
Scp1 inh,-12,-4
STEP block,1,-1
NadD inh,-1,-3
Neddylation inh,i,i

# Following part
41) O=C(NCCCn1ccnc1)/C(=C/c1ccccc1)NC(=O)c1ccccc1
42) COc1cccc(-c2cc3c(c4c2ccn4C)C2CCC3C2)c1 (stereo not given)
43) COC(=O)c1cc(N2CCNCC2)nc2ccccc12
44) Cc1ncc([N+](=O)[O-])n1CCOC(=O)NC(NCc1ccccc1)C(Cl)(Cl)Cl (stereo not given)
45) c1cncc(-c2nc(NCC3COc4ccccc4O3)c3ccccc3n2)c1 (stereo not given)
46) CC(C)C(=O)N1CCN(c2ccc(NC(=O)COc3ccccc3[N+](=O)[O-])cc2)CC1
47) CN(C)C(=O)N1CCC(C(=O)NCc2ccc(F)cc2)CC1
48) O=C(Nc1ccccc1)c1cc(C2CCCN(C(=O)OCc3ccccc3)C2)on1 (stereo not given)
assay / compound,41,42,43,44,45,46,47,48
CSN inh,-5,-1,-3,-4,2,-14,5,-3
Rpn11 block,i,i,i,i,i,i,i,i
LMPTP block,-5.1,2.0,-5.2,0.0,17,5.1,-1.4,0.3
DNMT1 block,0,6,-4,-2,14,9,-1,-6
SUMO1-SIM PPI,1,-25,-68,-9,4,-12,-2,0
Rin1-Abl PPI inh,5,-5,-3,1,0,-2,2,-2
Scp1 inh,-2,.,-7,1,-2,3,1,.
STEP block,-2,5,-4,-4,0,-4,-1,-2
NadD inh,-3,-5,-4,0,8,1,-2,-3
Neddylation inh,i,i,.,i,i,i,i,i

49) Cc1sc2ccccc2c1CNC[C@H]1O[C@@H](n2ccc(=O)[nH]c2=O)[C@H](O)[C@@H]1O
50) CCC(=O)N1CCN(c2ccc(Cl)cc2NC(=O)c2ccc3c(c2)OCCO3)CC1
51) CCOc1ccccc1N1CCN(C(=S)Nc2ccc(S(=O)(=O)Nc3ncccn3)cc2)CC1
52) OCCCNc1ncnc2[nH]ncc12
53) CCCCn1c(N)c(N(CC(C)C)C(=O)CCNC(=O)c2ccccc2Cl)c(=O)[nH]c1=O
54) CC(NC(=O)C1CCN(C(=O)Nc2ccccc2)CC1)c1ccc(Cl)cc1 (stereo not given)
55) O=C(OCC(=O)N1CCc2ccccc21)c1ccc([N+](=O)[O-])o1
56) CCOc1cc(NC(=O)CC(C)C)c(OCC)cc1NC(=O)CCn1nnc2ccccc21
assay / compound,49,50,51,52,53,54,55,56
CSN inh,-1,4,-1,1,4,5,-5,-4
Rpn11 block,i,i,i,i,i,i,i,i
LMPTP block,-0.6,-4.0,-0.1,-6.8,-0.4,-0.5,-1.4,-1.3
DNMT1 block,0,-4,0,2,0,0,-3,4
SUMO1-SIM PPI,-1,-3,1,-4,4,-1,-36,2
Rin1-Abl PPI inh,0,-2,0,1,-3,-1,-1,0
Scp1 inh,.,-5,-5,1,-1,-9,-5,-7
STEP block,0,-8,5,1,-2,-2,-3,-1
NadD inh,0,2,-8,2,-5,-2,-4,-1
Neddylation inh,i,i,i,i,i,i,i,i

# Source: PubChem BioAssay
